# sEH inh = soluble epoxide hydrolase inhibitors, primary screen, biochemical, human sEH; Bifunctional epoxide hydrolase 2 (Homo sapiens), P34913; recombinant human sEH enzymatic activity assay; inhibition, % at 2 µM; 91,000 compounds, 0.34% hits; AID 707, 2007; in the data active = inhibition above about 80%; note: values of inactives mirror those of a sister screen read the other way; many of its hits are not listed in these tables
# Target sequence (P34913 whole entry, looked up): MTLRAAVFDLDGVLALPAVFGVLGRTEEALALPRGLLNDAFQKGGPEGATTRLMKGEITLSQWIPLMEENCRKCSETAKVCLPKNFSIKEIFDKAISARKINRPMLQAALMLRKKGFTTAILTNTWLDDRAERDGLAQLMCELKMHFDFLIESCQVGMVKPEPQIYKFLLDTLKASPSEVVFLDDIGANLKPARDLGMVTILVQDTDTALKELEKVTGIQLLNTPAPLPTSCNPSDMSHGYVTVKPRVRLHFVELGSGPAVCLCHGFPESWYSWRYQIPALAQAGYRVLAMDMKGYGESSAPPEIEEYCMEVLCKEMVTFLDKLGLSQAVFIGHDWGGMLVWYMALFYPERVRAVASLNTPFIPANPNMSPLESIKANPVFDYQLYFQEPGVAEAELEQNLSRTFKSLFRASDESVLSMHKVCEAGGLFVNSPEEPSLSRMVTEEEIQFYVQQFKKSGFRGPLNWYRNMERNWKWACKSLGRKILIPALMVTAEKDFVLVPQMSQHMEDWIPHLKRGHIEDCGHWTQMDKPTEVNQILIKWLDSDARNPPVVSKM
# sEH activator = soluble epoxide hydrolase activators, primary screen, biochemical, human sEH; 91,000 compounds, 0.04% hits; activation, % at 2 µM; AID 717, 2007; purified human sEH enzymatic activity, activator screen; in the data active = activation above about 37%; note: values of inactives mirror those of a sister screen read the other way
# TNFa cytotox = cytotoxicity in TNFa-stimulated HUVEC, primary screen, cytotoxicity control for VCAM1 expression modulator project, imaging, Hoechst nuclei count. HUVEC TNFalpha-stimulated, Hoechst cell count. cell count reduction, % at 2 µM. 93,000 compounds, 0.17% hits. AID 848, 2007;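 active = cell count reduction exceeding the screen mean by over 5 SD, scaled to untreated wells per plate, cut at about 78% in these data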;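 note: cells counted after 24 h of TNF alpha exposure following the 1 h pretreatment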
# ERb coact inh = inhibitors of ERβ-SRC1 coactivator interaction, primary screen, biochemical, TR-FRET, ERβ LBD, SRC-1 peptide; 86,000 compounds, 1.3% hits; TR-FRET ER-beta LBD / SRC1-Cy5 peptide binding; receptor agonist-loaded with 1 µM estradiol; Estrogen receptor beta (Homo sapiens), Q92731; inhibition, % at 25.6 µM; AID 633, 2007;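 active = compounds whose percent inhibition of the receptor-coactivator binding signal exceeds about 50% in the single-dose screen, limit read from the data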;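 note: 0% = receptor plus peptide wells without compound and 100% = peptide-only wells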
# VCAM1 TNFa inh = inhibitors of TNFa-induced VCAM1 expression, primary screen, imaging, HUVEC, TNFa stimulus, immunofluorescence; HUVEC TNFa-induced VCAM-1 immunofluorescence, high-content imaging; inhibition, % at 2 µM; 95,000 compounds, 0.48% hits;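 active = inhibition above the batch mean plus 3 SD, with images confirmed as a hit by eye, cut at about 37% in these data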;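 note: 0% = TNF-stimulated DMSO wells and 100% = unstimulated control wells; not every result past the cut was called active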
# HUVEC tox IL1B = cytotoxicity in IL-1B stimulated HUVEC, primary screen, cytotoxicity control for IL-1B NFkB translocation project, imaging, Hoechst nuclear count, IL-1B stimulus | HUVEC cell count loss | cell count reduction, % at 2 µM | 94,000 compounds, 0.41% hits | AID 845, 2007;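 active = cell count reduction more than 3 SD above the screen-wide mean, cut at about 70% in these data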;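 note: normalized per plate to untreated control cells as the no-loss baseline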
# cytoskel mod = modifiers of F-actin cytoskeleton organization, primary screen, imaging, HUVEC, phalloidin staining, high-content imaging. inhibition, % at 2 µM. HUVEC TNFa F-actin phalloidin imaging. 91,000 compounds, 0.18% hits;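 active = inhibition above the batch mean plus 3 SD and confirmed as a hit by visual image inspection, cut at about 30% in these data, passing the limit was not always enough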; note: strong numbers were not always called active
# Calb biofilm kill = clotrimazole potentiators killing Candida biofilms, primary screen, with clotrimazole, Alamar Blue; C. albicans biofilm + clotrimazole; inhibition, % at 6 µM; 85,000 compounds, 0.14% hits;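 active = inhibition above 20%; inactive = inhibition below 20%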;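 note: preformed 24 hr biofilms exposed to compound for 48 hr; 0% = biofilm without compound and 100% = blank killed by clotrimazole plus chlorhexidine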
# Smad3 FoxH1 inh = Smad3/FoxH1 peptide binding inhibitors, primary screen, biochemical, TR-FRET | Mothers against decapentaplegic homolog 3 (Homo sapiens), P84022 | TR-FRET Smad3/Dy647-FoxH1 peptide binding, europium anti-His | inhibition, % at 25 µM | 88,000 compounds, 0.29% hits | AID 630, 2007;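 active = compounds that reduce the energy-transfer binding signal between the protein and its labelled peptide by more than half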;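 note: 0% = Smad3 plus labelled peptide maximal FRET and 100% = peptide-only background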
# Target sequence (P84022 whole entry, looked up): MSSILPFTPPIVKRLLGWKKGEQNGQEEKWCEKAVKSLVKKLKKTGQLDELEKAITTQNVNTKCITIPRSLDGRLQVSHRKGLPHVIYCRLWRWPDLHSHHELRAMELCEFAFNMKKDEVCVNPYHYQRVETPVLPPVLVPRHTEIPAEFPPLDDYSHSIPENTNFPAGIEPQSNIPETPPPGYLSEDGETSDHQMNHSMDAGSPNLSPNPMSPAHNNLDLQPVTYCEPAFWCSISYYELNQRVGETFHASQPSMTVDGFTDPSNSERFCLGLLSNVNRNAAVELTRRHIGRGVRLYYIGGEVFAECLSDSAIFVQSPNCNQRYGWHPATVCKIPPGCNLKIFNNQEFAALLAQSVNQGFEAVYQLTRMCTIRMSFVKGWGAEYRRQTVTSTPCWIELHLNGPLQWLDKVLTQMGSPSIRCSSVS
# The depositor's hits bear a star; / = no result given; [ ] = remark or other dose.
SMILES,sEH inh,sEH activator,TNFa cytotox,ERb coact inh,VCAM1 TNFa inh,HUVEC tox IL1B,cytoskel mod,Calb biofilm kill,Smad3 FoxH1 inh
CC1Cc2cc(-c3csc(NC(=O)Cc4ccccc4)n3)ccc2N1S(C)(=O)=O (stereo unspecified),-12,12,-11,4[fluorescence artefact?],9,17,-10,5,-5
COCCn1nnnc1C(c1cccs1)N1CCN(c2cc(C)ccc2C)CC1 (stereo unspecified),2,-2,-13,-4,4,5,3,4,-8
CN(C)S(=O)(=O)n1ccnc1,-3,4,-10,-7,-4,-13,7,8,13[fluorescence artefact?]
COc1cc(NC(=O)c2c3c(nc4ccccc24)CCC3)cc(OC)c1,-2,6,-30,/,8,-13,36,/,/
CCOC(=O)c1c(NC(=O)CC2SC(=NC)N(C)C2=O)sc(C)c1C (stereo unspecified),12,-11,-26,/,-39,-1,6,/,/
O=C(CC(=O)c1ccccc1O)c1ccc(F)cc1,7,-9,-23,/,15,1,6,/,/
Cc1ccccc1C1NC(=O)Cc2ccccc21 (stereo unspecified),-8,6,-57,-8,9,2,/,5,6
COc1ccc(C2(CNC(=O)/C=C/c3ccco3)CCCC2)cc1OC,2,-1,-4,/,10,-36,12,/,/
COC(=O)C(CC(=O)c1ccc(Cl)cc1)c1ccc(C)cc1 (stereo unspecified),5,-3,-26,/,14,-24,-24,/,/
CCOC(=O)CSc1nc2ccccc2n2cnnc12,-1,4,-6,1,10,7,-12,2,0
Cc1ccc(N=CC2=C(O)CC(C)(C)CC2=O)nc1,-3,1,-50,0,7,-4,/,7,-14
COC(=O)c1ccc(CSc2nc3ccccc3[nH]2)o1,/,/,-11,-4,1,-3,8,6,3
CCOC(=O)N1CCN(c2nc3ccccc3nc2C(C#N)S(=O)(=O)c2ccc(C)cc2)CC1 (stereo unspecified),6,-7,-8,-3[fluorescence artefact?],-13,15,30,-5,4
Cc1ccc(NS(=O)(=O)c2ccc3c(c2)c(=O)n(C)c(=O)n3C)cc1F,-3,3,-13,5,9,-22,28,6,4
CC1CCN(S(=O)(=O)Cc2ccccc2Cl)CC1,13,-14,2,/,-34,-21,-22,/,/
COc1ccc(-n2c(=O)c3ccccc3n(CC(=O)NC3CCCC3)c2=O)cc1,/,/,-9,-2,6,10,5,5,-1
CCCCCc1nc2c(=O)[nH]c3ccccc3c2o1,11,-10,-11,7[fluorescence artefact?],-30,-76,/,9,4
Cc1ccc(CNc2oc(C)nc2C#N)cc1,-1,4,-9,-4[fluorescence artefact?],5,14,-2,-2,-16
CCCCSc1nc(C)nc2c1c(=O)n(C)c(=O)n2C,6,-4,-9,20[fluorescence artefact?],3,-1,-1,0,-12
O=C(c1cc2ccccc2o1)c1nc2c(n1O)CCCCC2,-4,7,-27,-10,16,-28,8,10,7
Cc1cc(C)c[n+](-c2nc3ccccc3nc2C(=C=[N-])C#N)c1,-10,8,-12,/,2,-5,8,/,/
O=C(NCc1cccnc1)c1ccc(=O)oc1,6,-4,6,-4,23,-2,-21,4,8
Cc1cccc(NC(=S)N2N=CCC2c2ccccc2)c1 (stereo unspecified),-10,10,-12,9,16,-2,4,3,10
O=c1ccc(Oc2nc(N3CCOCC3)nc(N3CCOCC3)n2)n[nH]1,-18,23,-20,-9,10,-12,-2,6,-3
O=C(OCc1nnc(-c2ccccc2)o1)c1ccc2c(c1)C(=O)N(CCc1ccccc1)C2=O,0,-1,-5,5[fluorescence artefact?],39,-7,9,-4,3[fluorescence artefact?]
CCN1CCCC1Cn1cnc2c([nH]c3ccc(C)cc32)c1=O (stereo unspecified),-8,6,14,/,-6,22,-23,/,/
O=C1CC(c2ccccc2F)c2cc3c(cc2N1)CCC3 (stereo unspecified),-9,13,17,/,6,18,-47,/,/
N#Cc1ccccc1/C=N/Nc1nc(-c2ccccc2)c2cc(Br)ccc2n1,10,-7,6,/,19,-8,-8,/,/
CCOC(=O)CNC(=O)CN1CCCN(S(=O)(=O)c2ccc(Br)s2)CC1,7,-9,-40,-5[fluorescence artefact?],14,-34,-3,6,9
COc1ccc(N(CC(=O)Nc2cccc(C)c2C)S(=O)(=O)c2c(C)n[nH]c2C)cc1,/,/,-14,-7,-11,19,6,3,-4
O=C(O)Cn1nc(-c2ccc(F)cc2)oc1=O,-2,3,/,-5,/,-25,-28,7,-6
O=C(c1ccc(Cl)cc1)c1cnc(Nc2ccccc2Cl)s1,11,-6,6,/,-18,-1,8,/,/
O=c1c2ccsc2ncn1Cc1ccc(Cl)cc1,-5,8,-8,/,-11,3,-4,/,/
CC(C)C1Nc2ccc(S(N)(=O)=O)cc2C2C=CCC21 (stereo unspecified),-5,1,11,-4,4,-35,-16,4,8
CC(CCc1ccccc1)NC(=O)c1ccco1 (stereo unspecified),4,-2,-11,-18,-3,6,-2,4,3
COC(=O)c1scc(C)c1NC(=O)Nc1ccccc1,-14,17,-14,/,0,1,7,/,/
O=C(CCc1nc(-c2ccccc2)c(-c2ccccc2)o1)OCc1ccc(Br)cc1,-12,11,-6,-12,0,-1,8,1,2
CCn1c(=O)c(C(=O)NCc2ccc(OC)cc2)c(O)c2ccccc21,-2,6,11,/,10,-9,-6,/,/
CCOc1cccc(C=Nc2cc(C)cc(C)c2O)c1O,-6,4,4,-1,6,4,-14,2,7
O=C(COC(=O)C1=COCCO1)Nc1ccccc1Oc1ccccc1,-4,1,-27,5,-4,12,16,2,4
CCC(Sc1nc2n[nH]c(C)c2c(=N)n1-c1cccc(Cl)c1C)C(=O)N(CC)CC (stereo unspecified),-6,2,-9,30,2,-4,2,-2,-10
O=C(Cn1c(=O)oc2cc(S(=O)(=O)N3CCCC3)ccc21)N1CCCC1,2,-3,-21,0,2,-1,-9,6,-3
CCOC(=O)C1CCN(C(=O)C(C)Sc2ccc(Cl)cc2)CC1 (stereo unspecified),-5,5,-3,-1,3,-2,-18,10,-8
CC(C)CC(=O)Nc1ccccc1-c1nnn(CC(=O)N2CCc3ccccc3C2)n1,7,-7,12,-4,5,9,-12,3,-22
CN(C)CCNc1oc(COc2ccc(Cl)cc2)nc1C#N,-7,10,7,-16,7,9,-4,3,8
Cc1cccc(-n2c(Cn3nc(C)c([N+](=O)[O-])c3C)n[nH]c2=S)c1,-2,3,-17,-11,-13,-16,27,-2,-3
O=C(CC(CC(=O)c1ccccc1)C(=O)O)c1ccccc1,-5,6,10,-5,-3,32,-9,6,1
Cc1cc(NC(=O)Cn2c(C)nc3ccccc3c2=O)ccc1Br,-2,5,-13,9,15,14,-29,10,8
CCOC(=O)N1CCN(C(=O)CN(C2CCCCC2)S(C)(=O)=O)CC1,-2,2,-8,8[fluorescence artefact?],-10,-14,23,9,-14
Cc1ccc(Nc2nc3nonc3nc2N(C)C)cc1,-2,2,-1,/,26,/,-37,/,/
CC(C)(C)C(=O)NC1CCN(C(=O)N2CCCC2)CC1,7,-8,-2,-5,-10,-11,5,-1,-9
COC(=O)c1cc2c(s1)CS(=O)C2 (stereo unspecified),/,/,/,-14,/,-12,/,6,7
O=C(Nn1c(=O)[nH]c2ccccc2c1=O)c1ccco1,-2,4,-6,20,9,1,0,3,3
Cc1onc(-c2ccccc2Cl)c1C(=O)N1CCc2ccccc21,-4,3,/,-7,/,-15,/,1,-3
O=S(=O)(NCC1OCCc2ccccc21)c1ccccc1 (stereo unspecified),-3,5,-17,-4,6,-53,1,3,11
N#CC1=C(N)N(c2ccccc2)C(=O)C1,-2,5,-27,7[fluorescence artefact?],-6,-5,14,5,-1
CCOc1cc(C)c(Cl)cc1S(=O)(=O)N1CCCC1,2,-1,-17,-15,-26,-6,3,2,12
O=C(COc1ccc(S(=O)(=O)N2CCOCC2)cc1)Nc1ccc2c(c1)OCCO2,-11,5,-3,-2,-9,-100,6,9,5
COc1cc(-c2cc(C(=O)O)c3cc4c(cc3n2)OCCO4)cc(OC)c1OC,1,-4,-22,0,-6,/,6,4,4
CC(=O)c1cccc(NC(=O)NC2CCCCC2)c1,69,-69,-8,-6,-1,-20,5,9,-7

# (list continues)
SMILES,sEH inh,sEH activator,TNFa cytotox,ERb coact inh,VCAM1 TNFa inh,HUVEC tox IL1B,cytoskel mod,Calb biofilm kill,Smad3 FoxH1 inh
COc1ccc(N/C=C/C(=O)c2sc(-c3ccccc3)nc2C)cc1,-9,15,-21,/,-1,4,35,/,/
CCC(C)NC(=O)c1c(N)n(/N=C/c2ccccn2)c2nc3ccccc3nc12 (stereo unspecified),-22,18,13,12[fluorescence artefact?],-24,-7,-20,0,-9
COC(=O)NNC(=O)c1ccccc1C,8,-8,-19,/,-6,-14,13,/,/
O=C(OC(C(=O)NCC1CCCO1)c1ccc(F)cc1)c1cccs1 (stereo unspecified),1,0,-25,/,7,-25,35,/,/
CCC(=O)Nc1cc2c(cc1C(=O)CC)OCCO2,1,2,-15,/,-7,15,2,/,/
Cc1ccc2cc3cc(C(=O)N4CCCCC4C)oc3nc2c1 (stereo unspecified),-13,10,0,4,2,-23,-4,0,8
C=CCc1ccccc1OCC(O)CN1CCN(C(=O)OCC)CC1 (stereo unspecified),-17,16,-15,/,7,-19,-9,/,/
COC(=O)c1[nH]c2c(c1C)C(=O)CCC2,-17,17,9,-8,-15,/,8,9,-7
CCc1nc2ccc(C)cc2c(C(=O)NC2CCCCC2C)c1C (stereo unspecified),2,2,-1,/,-18,2,-8,/,/
O=C(c1cccs1)N1CCC(Cc2ccccc2)CC1,-3,2,-29,-1,-10,-3,3,8,-8
O=c1cc(-c2ccccc2F)oc2ccccc12,-7,10,10,-2[fluorescence artefact?],-34,24,-2,9,2
CCOC(=O)C1=C(C)NC(C)=C(C(=O)OCC)C1C(=O)OCC(=O)N1CCc2ccccc21,-13,14,-29,-6,-8,-15,0,-3,-4
COc1ccc(OC)c(/C(O)=C/C(=O)C(=O)Nc2cc(C)cc(C)c2)c1,-6,3,4,31,16,/,-13,12,16
Cc1ccc(N2C(=O)C3ON(c4ccccc4)C(c4ccncc4)C3C2=O)cc1 (stereo unspecified),14,-12,-8,0[fluorescence artefact?],-9,5,-9,7,3
N#CC(C(=O)NC1CC1)c1nc2ccccc2nc1N1CCCC1 (stereo unspecified),8,-9,-21,5,-30,-15,15,/,5
CCCCNC(=O)Nc1cnn(CC)c1C(N)=O,-7,7,-1,/,21,-4,-5,/,/
Cn1c(CN2CCOCC2)nc2cc(NC(=O)c3ccccc3Cl)ccc21,-9,12,-16,-25,12,-41,-5,2,13
CSc1nc(Sc2ccccc2)c2ccccc2n1,6,-4,-12,/,18,-36,3,/,/
FC(F)C(F)(F)C1=CC(c2ccccc2)=NCCN1,10,-10,-3,0,0,-1,-17,5,12
O=C(Nc1nsc(-c2ccccc2)n1)c1ccncc1,-6,5,-35,0,-10,-25,-62,7,-2
O=C(CSc1nnc2sc3ccccc3n12)c1ccco1,-9,8,-13,28,1,-16,2,8,2
CCSc1nnc(NC(=O)Cc2ccc(OC)c(OC)c2)s1,-1,0,-14,-9,-13,8,14,0,-6

# Bioassay records as filed in PubChem.

# This is a subset; rates above refer to the full screens.
